LmPK inh – LmPK (Leishmania mexicana) enzyme inhibition; 290,000 tested, 0.37% active; Potency, µM (highest dose often 57.5 µM), for inactives: at the highest dose activity change, negative = inhibition, usual class: inhibitors; purified LmPK, Kinase-Glo ATP luminescence, 1 h; Q27686; further: potency means the concentration at half of the fitted maximal effect; on the % scale 0 is the no-effect control and ±100 the full control effect
Target sequence (Q27686 whole entry, looked up): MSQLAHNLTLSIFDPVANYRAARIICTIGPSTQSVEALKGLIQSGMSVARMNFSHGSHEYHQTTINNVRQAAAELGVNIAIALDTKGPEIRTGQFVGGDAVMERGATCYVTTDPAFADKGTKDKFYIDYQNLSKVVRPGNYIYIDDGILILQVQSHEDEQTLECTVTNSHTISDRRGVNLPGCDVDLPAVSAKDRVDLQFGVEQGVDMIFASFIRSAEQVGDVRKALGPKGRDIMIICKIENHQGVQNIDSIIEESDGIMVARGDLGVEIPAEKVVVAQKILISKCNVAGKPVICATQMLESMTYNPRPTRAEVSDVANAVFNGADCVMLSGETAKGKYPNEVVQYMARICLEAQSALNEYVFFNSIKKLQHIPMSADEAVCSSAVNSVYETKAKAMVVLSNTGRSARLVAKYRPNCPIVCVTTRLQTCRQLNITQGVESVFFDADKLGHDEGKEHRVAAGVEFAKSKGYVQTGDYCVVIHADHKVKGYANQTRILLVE
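In 50 mM imidazole pH 7.2 with 7 mM MgCl2, LmPK (0.1 nM) turned over PEP (0.5 mM) and ADP (0.1 mM) for 1 h at room temperature. Luciferase read-out of ATP.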
CHX counter – counter-screen for Shiga toxin inhibitors: cycloheximide protein synthesis inhibition; cell reporter, cycloheximide protein synthesis inhibition counterscreen; max response, %; 300,000 tested, 12% active; in the data active means max response mostly above about 13%, no sharp cut-off; inactive means mostly below about 14%; further: read at 38.3 µM for the half of the compounds with a filed dose; 0% is about no effect
Pf growth 48h – inhibits P. falciparum growth in the first generation, 48 h; 310,000 tested, 5.9% active; Potency, µM (doses to about 28.7 µM), without a hit: at the top dose activity change, negative = inhibition, actives largely listed as inhibitors; P. falciparum luciferase growth in erythrocytes, 48 h; further: potency means the concentration at half of the fitted maximal effect; on the % scale 0 is the no-effect control and ±100 the full control effect
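First compound was added to culture medium, then infected red cells at 0.1% parasitemia and 2% hematocrit (final). After incubation at 37 C under 5% CO2, luciferase detection reagent was dispensed and light output recorded.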
Pf growth 96h – P. falciparum growth inhibition at 96 hour, primary screen for plastid delayed-death inhibitors. 320,000 tested, 6.9% active. P. falciparum luciferase reporter growth, 96 h. AID 504834. Potency, µM (series often up to 28.7 µM), without a hit: top-dose activity change, negative = inhibition, usual class: inhibitors; further: potency means the concentration at half of the fitted maximal effect; on the % scale 0 is the no-effect control and ±100 the full control effect
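Compounds incubated with erythrocytes infected by luciferase-expressing P. falciparum (2% hematocrit, 0.05% parasitemia final) for 96 hours, 37 C in 5% CO2. Growth inhibition scored as decreased luciferase luminescence.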
Shiga inhibitor – blocks Shiga toxin action in Vero cells | Vero cells, Shiga toxin protein synthesis inhibition reporter | inhibition, % at 38.7 µM | 290,000 tested, 9.2% active; in the data active means inhibition mostly above about 28%, no sharp cut-off; inactive means mostly below about 43%; further: 0% is about no effect
AMA1 RON2 block – disrupts binding of P. falciparum AMA1 to RON2; AlphaScreen AMA1-biotinylated RON2 peptide binding; Potency, µM (top dose mostly 58.2 µM), for the others: at the highest dose activity change, negative = inhibition, most hits filed as inhibitors; 360,000 tested, 0.2% active;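 further: potency means the concentration at half of the fitted maximal effect; 0% = vehicle wells and -100% = peptide control; nearly all actives have a fitted effect of over 45% in size; some results filed as inactive show a strong effect at the top dose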
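AMA1 (3D7) with his tag at 25 nM final met compounds first, then biotinylated RON2 peptide at 25 nM; detection used donor plus acceptor beads, 10 µg/mL apiece, read by AlphaScreen after 30 min at room temperature.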
Tb PYK inh – inhibitors of Trypanosoma brucei pyruvate kinase; TbPYK enzyme, Kinase-Glo Plus ATP luminescence, 45 min; AID 624173; Potency, µM (highest dose often 76.8 µM), without a hit: at the highest dose activity, negative = inhibition, actives largely listed as inhibitors; Q57TT1; 410,000 tested, 0.12% active; further: potency means the concentration at half of the fitted maximal effect; on the % scale 0 is the no-effect control and ±100 the full control effect; nearly all actives have a fitted effect of over 50% in size
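Luminescent Kinase-Glo Plus end-point after 45 min room-temperature reaction of T. brucei pyruvate kinase started with 130 uM ADP (final). Buffer TEA 50 mM pH 7.2 with KCl, MgCl2, BSA, Tween-20; titration-based qHTS with fitted concentration-effect curves.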
* hit, by the source's call; ? = inconclusive; nt = no result given; [ ] = another dose, or the depositor's remark. Unless noted, the call rests on the fitted dose curve; in most records, active means well fitted curve in the direction sought with a large enough effect; inconclusive means small, poorly fitted or top-dose-only effect, or another doubt; inactive means no such curve, though single readings can be large; an effect the other way counts as inactive or inconclusive.

Under each structure – LmPK inh | CHX counter | Pf growth 48h | Pf growth 96h | Shiga inhibitor | AMA1 RON2 block | Tb PYK inh
CN(C)c1ccc(/C=C2\C(=O)NC(=O)N(Cc3ccc(F)cc3)C2=O)cc1
  2% | -3 | 3% | 15% | -6 | 5% | -17%
COc1ccc(N(C(=O)COc2ccc(C)cc2)S(=O)(=O)c2ccc(C)cc2)cc1
  -1% | -1 | -2% | 8% | -14 | -3% | 6%
Cc1ccc(C)c(-n2nnnc2SCC(=O)NNC(=O)c2ccco2)c1
  5% | -3 | 0% | ? | 22 | 18% | 6%
CCCN1CCN(C(=O)C2CCN(c3ncnc4c3nc3n4CCCCC3)CC2)CC1
  6% | -2 | 13% | ? | 2 | -14% | -2%
Cc1cc(C(=O)NC(=S)Nc2cccc(NC(=O)C(C)C)c2)ccc1[N+](=O)[O-]
  -6% | 36* | 22% | 98%[activator] | 10 | 45%[activator] | -3%
Cc1ccc(C(=O)c2coc3c2C(=O)C(=O)c2ccccc2-3)cc1
  6% | 32* | nt | -93% | 42* | -8% | -19%
COCC(C)N=CC1=C(O)CC(C)(C)CC1=O (centres undefined)
  -2% | -4 | 6% | 12% | 6 | 20% | -1%
CCCCCCCNC(=O)C1(CC2CC(c3ccccc3)=NO2)CCNCC1 (centres undefined)
  nt | nt | 12µM* | ? | nt | 23% | 1%
CCCCNC(=O)Cn1cnc2sc(C)c(S(=O)(=O)N3CCN(c4ncccn4)CC3)c2c1=O
  -1% | -2 | -12% | 7% | 2 | 8% | -2%
O=C(c1ccccc1)N1CCn2c1nc1ccccc12
  0% | -3 | ? | 52%[activator] | 1 | 18% | 6%
CNC(=O)c1c2c(nc3ccc(Br)cc13)CCCC2
  6% | -2 | -8% | 13% | -15 | 32%[activator] | -5%
O=[N+]([O-])c1cccc(S(=O)(=O)c2ccc(NCCOCCO)c([N+](=O)[O-])c2)c1
  2% | 0 | ? | 28% | -7 | 8% | -3%
O=c1cc(CN2CCN(Cc3ccccc3)CC2)c2cc(Cl)ccc2o1
  3% | -6 | 0% | ? | -22 | 3% | -3%
COc1ccccc1CNC(=S)Nc1ccc2nc(N3CCN(C)CC3)cc(C)c2c1
  0% | -3 | 6.6µM* | 320%[activator] | -3 | -6% | -2%
Cc1ccc(NC(=O)CN2C(=O)N/C(=C\c3cccnc3)C2=O)cc1
  -1% | 12 | 19% | -14% | -4 | -3% | 3%
COc1ccc(N(CC(=O)Nc2ccccc2F)S(=O)(=O)c2ccc(C)c([N+](=O)[O-])c2)cc1
  0% | 9 | -17% | 10%[5.75 µM] | -3 | -9% | -3%
C=CCn1c(=O)c(C(=O)Nc2ccc(C)cn2)c(O)c2ccccc21
  7% | -3 | 9% | ? | 11 | 23% | 4%
CCC1=C(OC(=O)N(CC)CC)N2C(=O)OC(=NCCc3c[nH]c4ccccc34)[C@]2(Cc2ccccc2)[C@H]2C1=CC[C@H]1C(=O)N(CC(=O)OC)C(=O)[C@H]12
  -1% | -3 | 5.2µM* | 13µM* | -1 | -24% | -3%
CC(C)Nc1nc(-c2cccnc2)nc(-c2ccccc2)c1C#N
  -5% | -4 | 8.3µM* | ? | -3 | -4% | 5%
Cc1ccc(C(=O)C2=C(O)C(=O)N(c3ncccn3)C2c2ccc(F)cc2)o1 (centres undefined)
  -5% | 1 | 23% | 14% | -6 | -12% | 0%
COc1ccc(/C=N/NC(=O)c2cccc(NC(=O)c3ccccc3Cl)c2)c(OC)c1
  -4% | 16 | -5% | -9% | 44 | -3% | -7%
COc1ccc(-c2c(NC(=O)CC(C)C)n(C)c3ccccc3c2=O)cc1OC
  0% | 2 | -5% | -4% | -4 | 0% | 0%
O=C(COC(=O)c1cccs1)Nc1ccccc1C(F)(F)F
  6% | -2 | ? | nt | -10 | -9% | 0%
CN1CCc2c(C#N)c(N3CCCCC3)nc(NCc3ccccc3)c2C1
  8% | -5 | ? | 2.3µM* | -15 | -15% | -3%
COc1ccc(N2C(=O)CC(N3CCN(S(=O)(=O)c4c(F)cccc4F)CC3)C2=O)cc1OC (centres undefined)
  -2% | -1 | 0% | -24% | -13 | -5% | 1%
Cn1cc(/C=C(\C#N)C(=O)Nc2ncc(Cc3cccc(Cl)c3)s2)c2ccccc21
  1% | 5 | 15% | ? | -4 | nt | nt
Cc1ccc(C(=O)NCCSc2ccc(Cl)cc2)cc1S(=O)(=O)Nc1ccccc1
  2% | 4 | ? | ? | 12 | -8% | 7%
CC1CC(=O)N(c2ccc(NCCc3ccc(O)cc3)c([N+](=O)[O-])c2)C1=O (centres undefined)
  10% | 22* | ? | -7% | 41* | -21% | 0%
CCOc1cc(C)c(S(=O)(=O)Nc2ccc(Cl)cn2)cc1C
  6% | 5 | 5% | nt | -29 | 19% | 1%
CN(C)/C=N/C1=C(C#N)C(c2ccc(Br)cc2)c2ccc3ccccc3c2O1 (centres undefined)
  0% | 13 | nt | 13% | 6 | -13% | 19%

Some of these compounds in order of molar mass, largest number first:
Under each structure – LmPK inh | CHX counter | Pf growth 48h | Pf growth 96h | Shiga inhibitor | AMA1 RON2 block | Tb PYK inh
COc1ccc(/C=N/NC(=O)c2cccc(NC(=O)c3ccccc3Cl)c2)c(OC)c1
  -4% | 16 | -5% | -9% | 44 | -3% | -7%
Cn1cc(/C=C(\C#N)C(=O)Nc2ncc(Cc3cccc(Cl)c3)s2)c2ccccc21
  1% | 5 | 15% | ? | -4 | nt | nt
CC1CC(=O)N(c2ccc(NCCc3ccc(O)cc3)c([N+](=O)[O-])c2)C1=O (centres undefined)
  10% | 22* | ? | -7% | 41* | -21% | 0%
CCOc1cc(C)c(S(=O)(=O)Nc2ccc(Cl)cn2)cc1C
  6% | 5 | 5% | nt | -29 | 19% | 1%

(more compounds)
Under each structure – LmPK inh | CHX counter | Pf growth 48h | Pf growth 96h | Shiga inhibitor | AMA1 RON2 block | Tb PYK inh
CCc1cc(=O)oc2cc(C)cc(OCC(=O)N3CCC(C(=O)O)(c4ccccc4)CC3)c12
  -11% | 0 | ? | ? | 9 | -3% | 8%
O/N=C1/CC/C(=N\O)c2nn(-c3ccccc3)nc21
  ? | 31* | 60%[activator] | -3% | 36 | 12% | -12%
COc1ccc(CC(=O)N(C)CC(=O)Nc2ccccc2SC)cc1
  -10% | -4 | -4% | 11% | -9 | 17% | 3%
Cc1cccc(NC(=O)c2ccc(-c3ccccc3[N+](=O)[O-])o2)c1
  -1% | 31* | 0% | 34%[activator] | 61* | -2% | -2%
O=C(O)c1ccc(CNCc2cccc(Oc3ccccc3)c2)cc1
  0% | -1 | 1% | 26% | -7 | -1% | 2%
COc1ccc(CNC(=O)c2cc(C3CC3)nc3c2cnn3C(C)C)cc1
  nt | nt | 13µM* | 15µM* | nt | 5% | 0%
CCn1cc(C(=O)OC)c(=O)c2ccc(C)nc21
  4% | 10 | 1% | ? | -4 | 5% | -12%
COc1ccc(/C=C(/NC(=O)c2ccccc2)c2nc3ccc(Cl)cc3[nH]2)cc1OC
  -4% | -6 | -3% | 0% | 18 | -9% | 6%
Cc1cccc(C)c1NC(=O)CNC(=O)C1CCCN(C(=O)c2ccc(Cl)cc2)C1 (centres undefined)
  nt | nt | -15% | -13% | nt | 20% | -2%
CC(Oc1ccccc1F)C(=O)NNC(=O)c1ccc(F)c(S(=O)(=O)N2CCOCC2)c1 (centres undefined)
  -5% | 6 | 7% | -26% | -4 | 54%[activator] | 7%
Cc1cc(=O)oc2cc(OCCSc3nnc(-c4ccccc4)o3)ccc12
  0% | 5 | -29% | 4% | -15 | 23% | 2%
CCCc1nnc(NC(=O)CCC(=O)N2CCN(S(=O)(=O)c3ccc(C)cc3)CC2)s1
  4% | 21 | -24% | -5% | 53* | 20% | -10%
CC1(C)C2CCC1(C)C(OC(=O)c1ccccc1C(=O)O)C2 (centres undefined)
  2% | -2 | ? | -2% | 29 | 14% | -2%
Cc1ccc(CN2CCN(Cc3c(C)nn(-c4ccc(F)cc4)c3C)CC2CCO)o1 (centres undefined)
  2% | -2 | -13% | 20% | -3 | -6% | 1%
COc1ccc(C(=O)Nc2cccc(C(=O)N3CCCCC3)c2)cc1
  -2% | 13 | ? | ? | 33 | 0% | -5%
CCCNC(=O)c1ccc(COc2ccc(CCC)cc2OC)o1
  -3% | 9 | 16%[0.00184 µM] | -11% | 17 | -6% | 6%
C=CCOC(=O)C1=C(C)OC(N)=C(C#N)C1c1ccc(OC)c(CSc2ccccn2)c1 (centres undefined)
  3% | 2 | 5% | 5% | -9 | -2% | -5%
COc1ccc(C(=O)/C=C\c2ccc(NC(=O)c3cccs3)cc2)cc1
  5% | -4 | ? | 78%[activator] | -2 | -22% | -8%
O=C(NCCN1C(=O)S/C(=C\c2cccs2)C1=O)[C@H](Cc1ccccc1)N1C(=O)c2ccccc2C1=O
  -1% | -5 | -5% | -8% | 9 | nt | nt
Cc1ccc(S(=O)(=O)N2CCCCC2)cc1NC(=O)c1cnccn1
  nt | nt | -11% | -6% | nt | 0% | -7%
CCCc1nc2nc(C)c(NS(=O)(=O)c3ccc4c(c3)CCCC4)c(=O)n2[nH]1
  1% | -6 | 10% | -27% | -9 | -1% | -17%
COC(=O)c1ccc(C(=O)N=c2sccn2C)cc1
  -24% | 40* | 93%[activator] | 143%[activator] | 79* | 9% | -2%
Cc1cc(N2C(=O)C(O)=C(C(=O)c3ccc(C)o3)C2c2ccc(OCc3ccccc3)cc2)no1 (centres undefined)
  6% | -1 | 5% | ? | -3 | 30% | -4%
O=C(NC(=S)Nc1ccccc1N1CCOCC1)c1ccc(-c2cccc(Cl)c2)o1
  2% | -3 | 13% | ? | 2 | 10% | -1%
COc1ccc(N2C(=O)[C@@H]3[C@H](C2=O)[C@H]2c4ccccc4C=CN2[C@@H]3C(C)=O)cc1
  -16% | -4 | -9% | -10% | -5 | 24% | -14%
C/C(N)=C(/C#N)C(=O)COc1ncnc2ccccc12
  -2% | -3 | 27% | -3% | 34 | -6% | 1%
CCCCS(=O)CC(O)COc1ccc(C(C)(C)C)cc1 (centres undefined)
  2% | 7 | -24% | ? | -18 | -2% | -3%
O=C(CCS(=O)(=O)c1ccccc1)N1CCN(c2ccccc2)CC1
  0% | 40* | 146%[activator] | ? | 84* | -14% | -5%
CCOc1ccc(NS(=O)(=O)c2ccc(C(=O)N3CCCCCC3)cc2)cc1
  nt | nt | ? | 82%[activator] | nt | -1% | 4%
O=C(CSc1nc2cc(Cl)ccc2c(=O)n1Cc1ccco1)Nc1ccc(S(=O)(=O)N2CCOCC2)cc1
  0% | 14 | ? | 10µM* | -57 | 7% | 0%
Cc1cccc(C)c1NC(=O)CN(C)C(=O)c1ccc(COc2ccccc2)cc1
  11% | 20* | -1% | -3% | 40 | -10% | -2%
CCC(C)(C)n1nnnc1C(c1ccc(Cl)cc1)N1CCN(C)CC1 (centres undefined)
  0% | -2 | 16% | nt | -24 | 2% | 0%
